TcdB inh: TcdB glycohydrolase inhibitors, primary screen, biochemical, single point, plate reader; Toxin B (Clostridioides difficile), P18177; TcdB glycohydrolase enzymatic assay; inhibition, % at 9.99 µM; 0.24% of 350,000 active; AID 652162, 2013; in the data active = inhibition above about 10%
An asterisk follows results filed as active; & = joins results of further samples.

SMILES	TcdB inh
O=S(=O)(Cc1ccccc1)N1CC2(C1)[C@H](c1ccccc1)[C@@H](CO)N2CC1CCOCC1	-0.7
COc1ccc(CN(C)C[C@@H]2Oc3c(NS(=O)(=O)c4ccc(C)cc4)cccc3C(=O)N([C@@H](C)CO)C[C@@H]2C)cc1	-0.4
CCC(=O)N(C)C[C@H]1Oc2cc(-c3ccccc3)ccc2S(=O)(=O)N([C@@H](C)CO)C[C@@H]1C	-0.4
CCC(=O)Nc1ccc2c(c1)OC[C@H](C)N(Cc1cccnc1)C[C@@H](C)[C@H](OC)CN(C)C2=O	1.1
Cc1noc(C)c1S(=O)(=O)Nc1ccc2c(c1)CC(=O)N([C@H](C)CO)C[C@H](C)[C@H](CN(C)Cc1ccccc1)O2	1.4
Cc1ccc(S(=O)(=O)N[C@H]2CC[C@H](CCn3cc(C4(O)CCCC4)nn3)O[C@H]2CO)cc1	0.0
O=C(C1CCCCC1)N1CC2(C1)[C@@H](c1ccccc1)[C@H](CO)N2Cc1nccs1	-0.6
CCC(=O)N1[C@@H]2c3ccc(C4=CCCC4)c(=O)n3C[C@@H]2[C@@H](CO)[C@@H]1C(=O)NCc1ccc(F)cc1	-0.9
COc1ccc(CN(C)C[C@H]2OCCCC[C@@H](C)Oc3ccc(NC(=O)c4ccccc4)cc3C(=O)N([C@H](C)CO)C[C@H]2C)cc1	-0.8
CN(C)C(=O)c1ccc(-c2ccc(C3[C@@H]4CN(Cc5nccs5)C[C@H]3N4)cc2)cc1 (some centres undefined)	0.2&0.4
Cc1ccc(S(=O)(=O)N(C)C[C@@H]2OCCCC[C@@H](C)Oc3ccc(NC(=O)Nc4ccc5c(c4)OCO5)cc3C(=O)N([C@H](C)CO)C[C@H]2C)cc1	-0.1
C[C@@H]1CN([C@@H](C)CO)C(=O)c2cccc(NS(=O)(=O)c3ccc(Cl)cc3)c2O[C@@H]1CN(C)S(=O)(=O)c1ccc(Cl)cc1	0.2
COc1ccc(NC(=O)N[C@@H]2CC[C@@H](CC(=O)NC3CCC3)O[C@@H]2CO)cc1	0.5
CCCNC(=O)N1CC2(CN(C(=O)CN(C)C)C2)c2c(n(C)c3cc(OC)ccc23)[C@@H]1CO	1.8
COc1ccc2c3c(n(C)c2c1)[C@H](CO)N(C(=O)c1cnccn1)CC31CCN(C(C)=O)CC1	0.7
CCC(=O)N(C)C[C@H]1Oc2cc(C#C[C@H](C)O)ccc2S(=O)(=O)N([C@@H](C)CO)C[C@@H]1C	-0.8
O=C(C[C@@H]1CC[C@H]2[C@@H](COC[C@@H](O)CN2Cc2cccc(C(F)(F)F)c2)O1)NCc1ccncc1	0.4
C[C@H](CO)N1C[C@H](C)[C@@H](CN(C)CC2CCCCC2)Oc2ccc(NS(=O)(=O)c3cccs3)cc2CC1=O	0.8
C[C@@H]1CN([C@@H](C)CO)S(=O)(=O)c2ccc(-c3ccncc3)cc2O[C@H]1CN(C)S(=O)(=O)c1ccccc1F	0.9
O=C(CS)NCCCCCCNC(=O)[C@H]1C[C@H]2C(=O)NCC(=O)N2[C@H]1c1cccc(OCCO)c1	-1.8
COc1ccc2c3c([nH]c2c1)[C@H](CO)N(C(=O)c1cccc(F)c1)CC31CCN(C(=O)c2ccccc2)CC1	0.9
C[C@@H]1CCCCO[C@H](CN(C)C(=O)CCCN(C)C)[C@H](C)CN([C@@H](C)CO)C(=O)c2cc(NC(=O)NC3CCCCC3)ccc2O1	-0.5
CNC[C@@H]1Oc2ccc(NS(=O)(=O)c3cn(C)cn3)cc2CC(=O)N([C@H](C)CO)C[C@@H]1C	-0.6
C[C@H](CO)N1C[C@H](C)[C@@H](CN(C)Cc2ccncc2)Oc2c(NC(=O)c3ccc(-c4nccs4)cc3)cccc2C1=O	-0.3
COCC(=O)Nc1ccc2c(c1)[C@H]1C[C@H](CC(=O)N[C@H](C)c3ccccc3)O[C@H](CO)[C@H]1O2	-0.5
COCC#Cc1ccc2c(c1)O[C@@H](CN(C)Cc1cncnc1)[C@@H](C)CN([C@H](C)CO)S2(=O)=O	1.5
CO[C@H]1CN(C)C(=O)c2cc(NC(=O)Nc3ccccc3)ccc2OC[C@H](C)NC[C@H]1C	0.4
C[C@@H]1CN([C@H](C)CO)C(=O)Cc2cc(NC(=O)CCC(F)(F)F)ccc2O[C@@H]1CN(C)Cc1ccc(C(=O)O)cc1	0.8
COc1cccc(C#Cc2cnc3c(c2)C(=O)N([C@@H](C)CO)C[C@H](C)[C@@H](CN(C)C(=O)C2CCCCC2)O3)c1	0.1
Cc1noc(C)c1NC(=O)N(C)C[C@@H]1Oc2ccc(NC(=O)c3ccncc3)cc2C(=O)N([C@H](C)CO)C[C@@H]1C	-1.0
COc1ccc(-c2ccc3n(c2=O)C[C@H]2[C@H](CO)[C@@H](C(=O)N4CCN(C)CC4)N[C@@H]32)cc1	-0.9
CC(C)NC(=O)Nc1ccc2c(c1)C(=O)N([C@@H](C)CO)C[C@H](C)[C@@H](CN(C)Cc1ccncc1)OCCCC[C@H](C)O2	2.6
C[C@H]1CN([C@@H](C)CO)C(=O)CCCn2cc(nn2)CO[C@H]1CN(C)S(=O)(=O)c1ccc2c(c1)OCCCO2	1.0
COc1ccc(C#Cc2ccc([C@@H]3[C@@H](CO)N4CCCCN(C(=O)Nc5ccccc5)C[C@H]34)cc2)cc1	-4.8
C[C@H]1CN([C@@H](C)CO)C(=O)Cc2cc(NS(=O)(=O)c3ccc(F)cc3)ccc2O[C@H]1CN(C)C(=O)Nc1ccc(F)cc1	-0.4
Cc1cc(C(=O)Nc2cccc3c2O[C@@H](CN(C)Cc2ccc(C(=O)O)cc2)[C@H](C)CN([C@H](C)CO)C3=O)n(C)n1	-6.9
COc1cccc(S(=O)(=O)Nc2ccc3c(c2)[C@@H]2C[C@@H](CC(=O)O)O[C@H](CO)[C@@H]2O3)c1	0.0
CO[C@@H]1CN(C)C(=O)c2cc(NS(C)(=O)=O)ccc2OC[C@@H](C)N(C(=O)C2CCC2)C[C@H]1C	-0.5
O=C(C[C@H]1CC[C@@H]2[C@H](COC[C@H](O)CN2C(=O)c2ccccc2)O1)Nc1nccs1	-0.3
C[C@H]1CN([C@@H](C)CO)C(=O)c2cc(N(C)C)ccc2O[C@@H]1CN(C)Cc1ccccc1	-0.3
O=C(Nc1ccc(F)cc1)Nc1ccc2c(c1)[C@H]1C[C@@H](CC(=O)N3CCOCC3)O[C@@H](CO)[C@H]1O2	1.4
COCC#Cc1ccc2c(c1)O[C@@H](CN(C)S(=O)(=O)c1ccc(C)cc1)[C@@H](C)CN([C@@H](C)CO)S2(=O)=O	0.6
C[C@H](CO)N1C[C@H](C)[C@H](CN(C)CC2CCCCC2)Oc2c(NC(=O)c3cnccn3)cccc2C1=O	-0.5
CC(C)CC#Cc1cnc2c(c1)C(=O)N([C@@H](C)CO)C[C@@H](C)[C@H](CN(C)C(=O)Nc1cc(F)ccc1F)O2	1.6
C[C@@H]1CN([C@H](C)CO)C(=O)Cc2cc(NC(=O)c3ccncc3)ccc2O[C@@H]1CN(C)Cc1ccc2c(c1)OCO2	0.0
Cc1ccc(S(=O)(=O)Nc2cccc3c2O[C@H](CN(C)C(=O)Nc2c(C)noc2C)[C@H](C)CN([C@H](C)CO)C3=O)cc1	-3.7
CO[C@@H]1CN(C)C(=O)c2ccc(NC(=O)c3cnccn3)cc2OC[C@@H](C)N(C(=O)C2CC2)C[C@H]1C	0.6
C[C@@H]1CN([C@@H](C)CO)C(=O)Cc2cc(NC(=O)Cn3cnnn3)ccc2O[C@H]1CN(C)Cc1ccncc1	0.1
Cc1noc(C)c1S(=O)(=O)Nc1ccc2c(c1)CC(=O)N([C@@H](C)CO)C[C@@H](C)[C@@H](CN(C)C(=O)Nc1ccc(F)cc1)O2	-0.5
COc1cccc(NC(=O)N(C)C[C@H]2OCc3cnnn3CCCC(=O)N([C@H](C)CO)C[C@H]2C)c1	0.8
C[C@@H]1CN([C@H](C)CO)C(=O)c2cc(-c3ccc(F)cc3)cnc2O[C@H]1CN(C)C(=O)c1ccccc1F	-0.2
COc1ccccc1-c1ccc([C@H]2[C@H](CO)N(C(C)=O)C23CN(C(C)=O)C3)cc1	0.8
C/C=C/c1ccc([C@H]2[C@@H](CO)N[C@@H]2CNC(=O)C2CCCC2)cc1	-1.0
CN(C)CC(=O)N1[C@H](C#N)[C@H](c2ccc(C#CC3CCCC3)cc2)[C@H]1CO	0.2
C[C@@H]1CN([C@H](C)CO)S(=O)(=O)c2ccc(C#C[C@@H](C)O)cc2O[C@@H]1CN(C)Cc1ccccc1	-1.1
CO[C@H]1CN(C)C(=O)c2ccc(NC(=O)C3CCCCC3)cc2OC[C@@H](C)N(C(=O)c2ccccc2)C[C@H]1C	-0.7
CS(=O)(=O)N1[C@H](C#N)[C@H](c2ccc(C#CC3CC3)cc2)[C@H]1CO	-0.2
COc1ccc(NC(=O)Nc2ccc3c(c2)C(=O)N([C@H](C)CO)C[C@@H](C)[C@@H](CN(C)Cc2ccc(Cl)c(Cl)c2)O3)cc1	-0.2
CN(C)CCCNC(=O)C[C@@H]1CC[C@H]2[C@@H](COC[C@H](O)CN2CC2CCCCC2)O1	1.3
COCC(=O)N(C)C[C@H]1Oc2cc(C#CCN(C)C)ccc2S(=O)(=O)N([C@H](C)CO)C[C@H]1C	-0.4
Next results.
SMILES	TcdB inh
OC[C@H]1[C@@H](c2ccc(C3=CCCC3)cc2)[C@H]2CN(CCC(F)(F)F)CCCCN21	-0.4
OC[C@H]1[C@@H](c2ccc(C#CC3(O)CCCC3)cc2)[C@@H]2CN(Cc3ccncc3)CCCCN12	0.1
COCC(=O)Nc1ccc2c(c1)[C@@H]1C[C@@H](CC(=O)NCc3ccc(OC)cc3)O[C@@H](CO)[C@@H]1O2	-0.4
Cc1noc(C)c1S(=O)(=O)Nc1ccc2c(c1)C(=O)N([C@@H](C)CO)C[C@H](C)[C@H](CN(C)CC1CCCCC1)O2	-1.2
CCCNC(=O)C[C@H]1CC[C@H]2[C@@H](COc3ccc(NC(=O)c4cccc(OC)c4)cc3C(=O)N2C)O1	0.1
C[C@@H]1CN([C@@H](C)CO)C(=O)c2cc(NC(=O)c3ccncc3)ccc2O[C@H]1CN(C)C(=O)Nc1ccccc1	0.3
Cc1ccc(S(=O)(=O)Nc2ccc3c(c2)C(=O)N([C@@H](C)CO)C[C@@H](C)[C@H](CN(C)C(=O)CCC(F)(F)F)OCCCC[C@H](C)O3)cc1	1.0
O=C(Cc1ccccn1)N[C@H]1CC[C@@H](CCNS(=O)(=O)c2cccc(F)c2)O[C@@H]1CO	-9.5
C[C@H](NC(=O)C[C@@H]1CC[C@H](NC(=O)C2CCOCC2)[C@@H](CO)O1)c1ccccc1	-2.1
C[C@H]1CN([C@@H](C)CO)C(=O)c2cc(C3=CCCCC3)cnc2O[C@@H]1CN(C)Cc1ccncc1	-1.4
CC(C)CC#Cc1ccc2c(c1)O[C@@H](CN(C)Cc1cccnc1)[C@H](C)CN([C@H](C)CO)S2(=O)=O	1.4
O=C(C1CCCC1)N1CC[C@H]2[C@H](CO)Nc3ccc(C#Cc4ccc(F)cc4)cc3[C@H]21	-0.6
O=C(N[C@@H]1CC[C@@H](CC(=O)N2CCCCC2)O[C@@H]1CO)c1ccc2c(c1)OCO2	-1.4
C[C@@H]1CN([C@@H](C)CO)C(=O)c2cc(NS(=O)(=O)c3ccccc3)ccc2O[C@@H]1CN(C)C(=O)Nc1ccccc1	0.6
COc1ccc(CN(C)C[C@@H]2Oc3ccc(NC(=O)Nc4cccc5ccccc45)cc3CC(=O)N([C@H](C)CO)C[C@@H]2C)cc1	-0.5
COc1cccc(CNC(=O)C[C@@H]2C=C[C@@H](NC(=O)C3CC3)[C@@H](CO)O2)c1	1.2
C[C@H]1CCCCO[C@H](CN(C)C(=O)Nc2cccc3ccccc23)[C@@H](C)CN([C@@H](C)CO)C(=O)c2cc(NC(=O)Nc3ccc(C(F)(F)F)cc3)ccc2O1	-0.5
Cc1ccc(S(=O)(=O)Nc2ccc3c(c2)CC(=O)N([C@@H](C)CO)C[C@H](C)[C@@H](CN(C)C)O3)cc1	1.2
Cc1noc(C)c1NC(=O)N1C[C@@H](O)COC[C@@H]2O[C@@H](CC(=O)NCC3CC3)CC[C@H]21	-0.4
CN1C(=O)c2cc(NC(=O)Cc3cccs3)ccc2OC[C@H]2O[C@@H](CC(=O)NCc3ccc(-c4ccccc4)cc3)CC[C@H]21	0.2
C[C@@H]1CCCCO[C@@H](CN(C)CC2CCCCC2)[C@H](C)CN([C@@H](C)CO)C(=O)c2cc(NS(C)(=O)=O)ccc2O1	-3.5

12 entries from above, sorted by length of the SMILES, high to low.
SMILES	TcdB inh
C[C@H]1CCCCO[C@H](CN(C)C(=O)Nc2cccc3ccccc23)[C@@H](C)CN([C@@H](C)CO)C(=O)c2cc(NC(=O)Nc3ccc(C(F)(F)F)cc3)ccc2O1	-0.5
Cc1ccc(S(=O)(=O)Nc2ccc3c(c2)C(=O)N([C@@H](C)CO)C[C@@H](C)[C@H](CN(C)C(=O)CCC(F)(F)F)OCCCC[C@H](C)O3)cc1	1.0
COc1ccc(CN(C)C[C@@H]2Oc3ccc(NC(=O)Nc4cccc5ccccc45)cc3CC(=O)N([C@H](C)CO)C[C@@H]2C)cc1	-0.5
C[C@@H]1CN([C@@H](C)CO)C(=O)c2cc(NS(=O)(=O)c3ccccc3)ccc2O[C@@H]1CN(C)C(=O)Nc1ccccc1	0.6
Cc1ccc(S(=O)(=O)Nc2ccc3c(c2)CC(=O)N([C@@H](C)CO)C[C@H](C)[C@@H](CN(C)C)O3)cc1	1.2
CC(C)CC#Cc1ccc2c(c1)O[C@@H](CN(C)Cc1cccnc1)[C@H](C)CN([C@H](C)CO)S2(=O)=O	1.4
C[C@H]1CN([C@@H](C)CO)C(=O)c2cc(C3=CCCCC3)cnc2O[C@@H]1CN(C)Cc1ccncc1	-1.4
C[C@H](NC(=O)C[C@@H]1CC[C@H](NC(=O)C2CCOCC2)[C@@H](CO)O1)c1ccccc1	-2.1
O=C(Cc1ccccn1)N[C@H]1CC[C@@H](CCNS(=O)(=O)c2cccc(F)c2)O[C@@H]1CO	-9.5
O=C(C1CCCC1)N1CC[C@H]2[C@H](CO)Nc3ccc(C#Cc4ccc(F)cc4)cc3[C@H]21	-0.6
O=C(N[C@@H]1CC[C@@H](CC(=O)N2CCCCC2)O[C@@H]1CO)c1ccc2c(c1)OCO2	-1.4
COc1cccc(CNC(=O)C[C@@H]2C=C[C@@H](NC(=O)C3CC3)[C@@H](CO)O2)c1	1.2

Screening results from PubChem BioAssay.

Only part of the results is shown; rates above refer to the full screens.
